RNase H inhibition – RNase H inhibition, HIV 1 Gag Pol polyprotein, FRET biochemical assay, screening (AID 372). HIV-1 RT RNase H, FRET RNA/DNA substrate fluorescence; higher % means a stronger effect. inhibition, % at 10 µM, or IC50 in µM where a hit was titrated. 0.77% of 100,000 active; in the data active = inhibition above about 50%
* hit, by the source's call. A portion of the library. The share of hits here may be higher or lower than overall.

O=C1CCN(C(=O)c2ccccc2)c2cc3ccccc3cc21
  RNase H inhibition: 36.0%

O=C(Nc1ccc(F)cc1F)c1ccccc1I
  RNase H inhibition: 15.0%

CC(C)Oc1ccc(C(=O)Nc2cccc3c2C(=O)c2ccccc2C3=O)cc1
  RNase H inhibition: 0.0%

COc1ccc(NS(=O)(=O)c2ccc(Br)cc2)c(OC)c1
  RNase H inhibition: 0.0%

Cc1ccc(OCC(=O)Nc2sc3c(c2C#N)CCCC3)cc1
  RNase H inhibition: 12.0%

CCOc1nc(-c2ccccc2)c2cc(Br)ccc2n1
  RNase H inhibition: 10.0%

Clc1ccc(Sc2oc(/C=N/n3cnnc3)cc2Br)cc1
  RNase H inhibition: 42.0%

O=C1NC(=S)N/C1=C\c1cc([N+](=O)[O-])c(Cl)cc1Cl
  RNase H inhibition: 33.0%

COc1ccc(/C=C/C(=O)c2ccc(I)cc2)cc1
  RNase H inhibition: 8.0%

CS(=O)(=O)c1ccc2nc(NC(=O)c3ccc(Cl)c(Cl)c3)sc2c1
  RNase H inhibition: 11.0%

CCOc1ccc(N(CC(=O)OC)S(=O)(=O)c2ccc(C)cc2)cc1
  RNase H inhibition: 0.0%

COc1ccc(C2NC(=S)NC(C)=C2C(=O)Nc2ccc(C)cc2)cc1 (centres undefined)
  RNase H inhibition: 0.0%

Cc1ccc(S(=O)(=O)N(CC(=O)N/N=C/c2ccc(F)cc2)c2cccc3cccnc23)cc1
  RNase H inhibition: 9.0%

Cc1ccc(-c2nc3cc(Cl)ccc3o2)cc1NC(=S)NC(=O)c1ccccc1Cl
  RNase H inhibition: 7.0%

CCN(CC)c1ccc(/C=N/NC(=O)c2cc(-c3ccc(OC)cc3)n[nH]2)cc1
  RNase H inhibition: 25.0%

O=C1OC(c2cccc(F)c2)=N/C1=C\c1ccc(-c2ccc([N+](=O)[O-])cc2Cl)o1
  RNase H inhibition: 15.0%

COc1ccc(N=Cc2ccc(O)c(OC)c2)cc1
  RNase H inhibition: 9.0%

O=C(Nc1ccccc1C(=O)O)c1ccc(Br)c(S(=O)(=O)NCc2ccccc2)c1
  RNase H inhibition: 7.0%

O=C(COc1ccc(OCc2ccccc2)cc1)N/N=C/c1cccc(Oc2ccccc2)c1
  RNase H inhibition: 18.0%

CC(=NC1CC1)C1=C(O)c2ccccc2C1=O
  RNase H inhibition: 0.0%

N#CCCS(=O)(=O)Oc1ccccc1
  RNase H inhibition: 6.0%

O=C(O)c1ccccc1C=NN1CCN(C2c3ccccc3-c3ccccc32)CC1
  RNase H inhibition: 0.0%

COc1ccc(C=Nc2ccc(Oc3ccccc3)cc2)c2ccccc12
  RNase H inhibition: 31.0%

O=C1C=CC(=O)N1c1ccc(N2CCCCC2)cc1
  RNase H inhibition: 10.0%

CC(C)NC(=O)C(=O)Nc1ccc(Br)cc1
  RNase H inhibition: 2.0%

O=C1OC(c2ccccc2)OC(=O)C1=Cc1ccc(-c2ccc([N+](=O)[O-])cc2)o1 (centres undefined)
  RNase H inhibition: 23.0%

CCOc1cc2oc(=O)cc(C)c2cc1OCC
  RNase H inhibition: 8.0%

O=C(CN1CCN(c2ccc([N+](=O)[O-])cc2)CC1)Nc1nccs1
  RNase H inhibition: 8.0%

COc1ccc(C2NC(=S)NC(C)=C2C(=O)Nc2ccc(Cl)cc2)cc1 (centres undefined)
  RNase H inhibition: 11.0%

COc1cc(C(=O)N(NC(=O)C(O)(c2ccccc2)c2ccccc2)c2ccccc2)cc(OC)c1OC
  RNase H inhibition: 0.0%

CCCCS(=O)CC(COC)OC(C)=O (centres undefined)
  RNase H inhibition: 7.0%

NC(=O)c1ccc(NC(=O)c2ccc(-c3ccccc3)cc2)cc1
  RNase H inhibition: 9.0%

CCOc1ccccc1/C=C/C(=O)c1cccs1
  RNase H inhibition: 22.0%

CCN1C(=O)/C(=C\c2ccc(OS(=O)(=O)c3ccc(C)cc3)cc2)SC1=S
  RNase H inhibition: 18.0%

Cc1cc(N=Cc2c(O)ccc3ccccc23)no1
  RNase H inhibition: 15.0%

CCCOC(=O)c1c(NC(=O)Cn2nc([N+](=O)[O-])cc2C)sc2c1CCCC2
  RNase H inhibition: 23.0%

CC1CC(Nc2ccccc2)c2ccccc2N1C(=O)c1ccc([N+](=O)[O-])cc1 (centres undefined)
  RNase H inhibition: 0.0%

c1ccc(CNn2c(N3CCOCC3)nc3ccccc32)cc1
  RNase H inhibition: 2.0%

O=C(Nc1nnc(C23CC4CC(CC(C4)C2)C3)s1)c1ccccc1F
  RNase H inhibition: 17.0%

CCOc1ccc(C(=O)Nc2ccc(O)c(-c3nc4ccccc4s3)c2)cc1Br
  RNase H inhibition: 13.0%

COC(=O)c1c(NC(=O)CCc2ccccc2)sc2c1CCCC2
  RNase H inhibition: 7.0%

CCCOC(=O)c1ccc(OC(=O)c2ccc(Cl)cc2)cc1
  RNase H inhibition: 9.0%

O=C1/C(=C\c2ccc(Cl)cc2)SC(=S)N1c1ccc(Cl)cc1
  RNase H inhibition: 14.0%

CC(=O)N1c2ccccc2NC2=C(C(=O)CC(C)(C)C2)C1c1ccc(Cl)cc1 (centres undefined)
  RNase H inhibition: 11.0%

O=[N+]([O-])c1ccc(O)c(/C=N/Nc2nnc(-c3ccccc3)c(-c3ccccc3)n2)c1
  RNase H inhibition: 18.0%

CCOC(=O)C1C(=O)OC2(CCCCC2)C1C(=O)OCC (centres undefined)
  RNase H inhibition: 10.0%

O=C1c2ccccc2C(=O)N1c1cc(Cl)cc(Cl)c1
  RNase H inhibition: 5.0%

CCN(CC)CCCNS(=O)(=O)c1ccc([N+](=O)[O-])cc1
  RNase H inhibition: 11.0%

COc1cc(/C=C2\C(=O)NC(=O)N(c3ccc(Cl)cc3)C2=O)c([N+](=O)[O-])cc1OC
  RNase H inhibition: 1.0%

O=C1c2c(Cl)c(Cl)c(Cl)c(Cl)c2C(=O)N1c1cc2c(cc1Br)OCCO2
  RNase H inhibition: 23.0%

CCCOc1ccc(N2C(=O)CC(Nc3ccc(C(=O)OC)cc3)C2=O)cc1 (centres undefined)
  RNase H inhibition: 4.0%

CCN(CC)c1ccc(NC(=O)c2cccc(OC)c2)cc1
  RNase H inhibition: 0.0%

COc1ccc(CCN(C(=O)/C=C/C(=O)O)C2CC(=O)N(c3ccccc3)C2=O)cc1 (centres undefined)
  RNase H inhibition: 0.0%

CCOC(=O)c1cccc(-n2c(C)cc(/C=C3/SC(=S)NC3=O)c2C)c1
  RNase H inhibition: 43.0%

COc1ccccc1OCC(=O)NNC(=O)c1cccnc1
  RNase H inhibition: 11.0%

N#CC1=C(N)OC2=C(C(=O)CCC2)C1c1ccc(F)cc1F (centres undefined)
  RNase H inhibition: 12.0%

CC(=O)OCC12COC(C)(CC1C)CC2C (centres undefined)
  RNase H inhibition: 0.0%

Cc1ccc(OCC(O)CN2CCN(c3ccccc3F)CC2)cc1C (centres undefined)
  RNase H inhibition: 15.0%

CC1CCCCN1C(=O)/C=C/c1ccc(F)cc1 (centres undefined)
  RNase H inhibition: 6.0%

C=CCn1c(O)c(N=NC(=O)c2ccc(Cl)c([N+](=O)[O-])c2)c2cc(Br)ccc21
  RNase H inhibition: 8.0%

C=CCN1C(=O)/C(=C\c2ccc(-c3ccc([N+](=O)[O-])cc3Cl)o2)C(=O)NC1=S
  RNase H inhibition: 15.0%

CCOC(=O)C1=C(O)/C(=C/c2ccc(Cl)cc2)SC1=Nc1ccc(C)cc1
  RNase H inhibition: 4.0%

COc1ccc(CN2CCc3c([nH]c4ccccc34)C2)cc1OC
  RNase H inhibition: 18.0%

Nc1nnnn1Cc1nc2ccccc2[nH]1
  RNase H inhibition: 2.0%

COc1ccccc1N1CCN(C(=O)c2ccc(F)cc2)CC1
  RNase H inhibition: 0.0%

C=CCc1ccccc1OCCOc1c(I)cc(/C=N/n2cnnc2)cc1OC
  RNase H inhibition: 13.0%

CCOC(=O)c1ccc(-c2ccc(/C=C3/SC(=S)NC3=O)o2)cc1
  RNase H inhibition: 31.0%

CCCCCCCCc1nnc(NC(=O)c2ccccc2)s1
  RNase H inhibition: 0.0%

CCN(CC)c1nc(Nc2ccc(Cl)cc2)nc(N(CC)CC)n1
  RNase H inhibition: 15.0%

CCCOc1ccc(C(=O)N2CCc3ccccc32)cc1
  RNase H inhibition: 6.0%

CC(=O)Nc1ccccc1NC(=O)Cc1cccs1
  RNase H inhibition: 0.0%

C=CCc1cccc2cc(C(=O)Nc3ccc(C)c(C)c3)c(=O)oc12
  RNase H inhibition: 0.0%

CN1CCc2c(nnn2-c2ccccc2)C1
  RNase H inhibition: 0.0%

CN1C(=O)/C(=C/c2cc(Br)c(Br)o2)SC1=S
  RNase H inhibition: 13.0%

CCC(C(=O)Nc1cc(C)ccc1C)c1ccccc1 (centres undefined)
  RNase H inhibition: 0.0%

Arranged by heavy-atom count (descending): 7 of the compounds above
CCOC(=O)C1=C(O)/C(=C/c2ccc(Cl)cc2)SC1=Nc1ccc(C)cc1
  RNase H inhibition: 4.0%

C=CCc1cccc2cc(C(=O)Nc3ccc(C)c(C)c3)c(=O)oc12
  RNase H inhibition: 0.0%

COc1ccc(CN2CCc3c([nH]c4ccccc34)C2)cc1OC
  RNase H inhibition: 18.0%

CCCCCCCCc1nnc(NC(=O)c2ccccc2)s1
  RNase H inhibition: 0.0%

CCC(C(=O)Nc1cc(C)ccc1C)c1ccccc1 (centres undefined)
  RNase H inhibition: 0.0%

CC(=O)Nc1ccccc1NC(=O)Cc1cccs1
  RNase H inhibition: 0.0%

CN1C(=O)/C(=C/c2cc(Br)c(Br)o2)SC1=S
  RNase H inhibition: 13.0%

(list continues)
CN(C)c1cnn(-c2ccccc2)c(=O)c1Cl
  RNase H inhibition: 0.0%

O=[N+]([O-])c1ccc2nc(SCc3nc4ccccc4[nH]3)sc2c1
  RNase H inhibition: 18.0%

COc1c(I)cc(I)cc1/C=c1\sc2nc3cc(Br)cnc3n2c1=O
  RNase H inhibition: 3.0%

CCOC(=O)c1sc(NC(NC(=O)c2ccc(C(C)(C)C)cc2)C(Cl)(Cl)Cl)c(C(=O)OCC)c1C (centres undefined)
  RNase H inhibition: 24.0%

Cc1cccc(N2C(=O)CSC2=O)c1
  RNase H inhibition: 5.0%

Cc1ccc(-c2nc3cc(Cl)ccc3o2)cc1NC(=O)c1ccc(-c2cccc([N+](=O)[O-])c2)o1
  RNase H inhibition: 29.0%

CCOC(=O)c1ccc(N2C(=N)S/C(=C\c3ccc(N4CCOCC4)cc3)C2=O)cc1
  RNase H inhibition: 15.0%

O=C(Cc1ccccc1)Oc1ccc(OC(=O)Cc2ccccc2)cc1
  RNase H inhibition: 0.0%

CCCNC(=O)c1ccccc1C(=O)NCCC
  RNase H inhibition: 12.0%

OC(COc1ccc2ccccc2c1)CN1CCN(c2ccccc2F)CC1 (centres undefined)
  RNase H inhibition: 7.0%

CCC(C)NC(=O)CN(c1ccc(C)c(Cl)c1)S(C)(=O)=O (centres undefined)
  RNase H inhibition: 8.0%

CC(=O)NCCN=Cc1c(O)[nH]c2ccccc12
  RNase H inhibition: 1.0%

COc1ccc(N=C2SC(C(=O)N3CCN(c4ccccc4)CC3)CC(=O)N2C)cc1 (centres undefined)
  RNase H inhibition: 15.0%

O=C(Nc1ccc(Cl)cn1)C(C(F)(F)F)C(F)(F)F
  RNase H inhibition: 5.0%

CC(=O)Oc1ccc2c(C)c(C)c(=O)oc2c1
  RNase H inhibition: 0.0%

Structures from the list above with a cyano group, in the order listed:
Cc1ccc(OCC(=O)Nc2sc3c(c2C#N)CCCC3)cc1
  RNase H inhibition: 12.0%

N#CCCS(=O)(=O)Oc1ccccc1
  RNase H inhibition: 6.0%

N#CC1=C(N)OC2=C(C(=O)CCC2)C1c1ccc(F)cc1F (centres undefined)
  RNase H inhibition: 12.0%

Random excerpt: two records from the list, in no set order.
CCCNC(=O)c1ccccc1C(=O)NCCC
  RNase H inhibition: 12.0%

Cc1ccc(-c2nc3cc(Cl)ccc3o2)cc1NC(=O)c1ccc(-c2cccc([N+](=O)[O-])c2)o1
  RNase H inhibition: 29.0%

Remaining list, next part
O=C(O)CCCCCN1C(=O)C2CCCCC2C1=O (centres undefined)
  RNase H inhibition: 15.0%

CCCCOc1ccc(/C=N/Nc2nc(C)cc(-c3ccccc3)n2)cc1
  RNase H inhibition: 4.0%

O=c1[nH]c2ccc(Cl)cc2c(-c2ccccc2)c1N1CCOCC1
  RNase H inhibition: 15.0%

O=C(O)/C=C/C(=O)Nc1ccc(F)cc1F
  RNase H inhibition: 1.0%

O=C(Nc1cccc(Cl)c1)c1ccc(N2CCOCC2)c([N+](=O)[O-])c1
  RNase H inhibition: 19.0%

CCC(C)Sc1nc(O)cc(=O)n1-c1ccccc1 (centres undefined)
  RNase H inhibition: 0.0%

Cc1cccc(/C(N)=N/OC(=O)c2ccccc2I)c1
  RNase H inhibition: 10.0%

O=C(N/N=C/c1ccc(O)c(O)c1)c1ccc(O)cc1
  RNase H inhibition: 37.0%

O=C1/C(=C/c2ccco2)SC(=S)N1CCc1ccccc1
  RNase H inhibition: 20.0%

CCOC(=O)c1[nH]cnc1C(=O)Nc1ccccn1
  RNase H inhibition: 6.0%

CCOC(=O)Cc1nnc(NC(=O)Nc2ccc(Cl)cc2)s1
  RNase H inhibition: 9.0%

O=C(CSc1nc2ccccc2[nH]1)Nc1ccc(F)c(Cl)c1
  RNase H inhibition: 5.0%

CC(=O)c1ccc(-c2ccc([N+](=O)[O-])cc2)s1
  RNase H inhibition: 14.0%

Cc1cc(C(=O)N2CCN(c3ccc(Cl)cc3)CC2)ccc1[N+](=O)[O-]
  RNase H inhibition: 2.0%

COc1ccc(OCCOc2ccc(Cl)cc2/C=C2\SC(=S)NC2=O)cc1
  RNase H inhibition: 34.0%

O=C(NC(=S)Nc1cccc(-c2nc3cc(Cl)ccc3o2)c1)c1cccc(Cl)c1
  RNase H inhibition: 33.0%

Oc1ccc(Br)cc1/C=N\N1CCN(c2ccccc2)CC1
  RNase H inhibition: 8.0%

COc1ccccc1NC(=O)c1ccc2c(c1)C(=O)N(c1ccccc1C)C2=O
  RNase H inhibition: 13.0%

Assay outcomes from PubChem BioAssay.
